Screens (PubChem)
RGS4 inh = inhibitors of human RGS4; P49798; HEK293 M3R/RGS4 inducible, Fluo-4 calcium flux; hits give high values; triggered by carbachol at its EC20; AID 463165; 0.45% of 310,000 active; B-score at 10 µM;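 active = B-score, a plate-corrected calcium signal, over three deviations above library mean, with baseline fluorescence within five deviations of library mean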;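 also: RGS4 expression induced by doxycycline in cells with stable M3 receptor; B-score is computed from the integrated fluorescence ratio over baseline after carbachol; higher B-score means a larger calcium signal and so more RGS4 inhibition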
KCNQ1 act = potentiators or activators of human KCNQ1 potassium channel | P51787 | CHO-K1 KCNQ1, thallium flux FluxOR fluorescence; hits give high values | B-score at 10 µM | 0.35% of 310,000 active;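 active = fluorescence ratio B-score, a plate-corrected score, at least three library SD, with initial intensity B-score within 5 SD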
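Assay system: stable KCNQ1 CHO-K1 line; medium: assay buffer, equal DMSO in all wells; timing: 90 min dye loading and 20 min compound exposure, both at room temperature; technique: kinetic FluxOR thallium fluorescence, 10-s 1-Hz baseline, 110-s post-stimulus read; read-out basis: B score of baseline-normalized fluorescence ratio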
KCNQ1 block = inhibitors of human KCNQ1 potassium channel; P51787; CHO-K1 KCNQ1, FluxOR thallium flux fluorescence; hits give high values; B-score at 10 µM; 1.3% of 310,000 active;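 active = compounds whose thallium flux B-score, printed positive for inhibition, exceeds three library SD while starting fluorescence stays within three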;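 also: channel opened by potassium depolarization with thallium stimulus after 20 min compound exposure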
TMEM16A inh = inhibitors of mouse TMEM16A calcium-activated chloride channel | 1.2% of 310,000 active | Q8BHY3 | HEK293 TMEM16A/YFP iodide influx fluorescence, ionomycin | normalized B-score (activity score, 25-100; higher = stronger inhibition) at 10 µM;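 active = ratio plate-corrected score three or more library SD toward inhibition, starting fluorescence score within five deviations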;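 also: score derived from kinetic fluorescence span divided by baseline fluorescence per well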
Target sequence (Q8BHY3 whole entry, looked up): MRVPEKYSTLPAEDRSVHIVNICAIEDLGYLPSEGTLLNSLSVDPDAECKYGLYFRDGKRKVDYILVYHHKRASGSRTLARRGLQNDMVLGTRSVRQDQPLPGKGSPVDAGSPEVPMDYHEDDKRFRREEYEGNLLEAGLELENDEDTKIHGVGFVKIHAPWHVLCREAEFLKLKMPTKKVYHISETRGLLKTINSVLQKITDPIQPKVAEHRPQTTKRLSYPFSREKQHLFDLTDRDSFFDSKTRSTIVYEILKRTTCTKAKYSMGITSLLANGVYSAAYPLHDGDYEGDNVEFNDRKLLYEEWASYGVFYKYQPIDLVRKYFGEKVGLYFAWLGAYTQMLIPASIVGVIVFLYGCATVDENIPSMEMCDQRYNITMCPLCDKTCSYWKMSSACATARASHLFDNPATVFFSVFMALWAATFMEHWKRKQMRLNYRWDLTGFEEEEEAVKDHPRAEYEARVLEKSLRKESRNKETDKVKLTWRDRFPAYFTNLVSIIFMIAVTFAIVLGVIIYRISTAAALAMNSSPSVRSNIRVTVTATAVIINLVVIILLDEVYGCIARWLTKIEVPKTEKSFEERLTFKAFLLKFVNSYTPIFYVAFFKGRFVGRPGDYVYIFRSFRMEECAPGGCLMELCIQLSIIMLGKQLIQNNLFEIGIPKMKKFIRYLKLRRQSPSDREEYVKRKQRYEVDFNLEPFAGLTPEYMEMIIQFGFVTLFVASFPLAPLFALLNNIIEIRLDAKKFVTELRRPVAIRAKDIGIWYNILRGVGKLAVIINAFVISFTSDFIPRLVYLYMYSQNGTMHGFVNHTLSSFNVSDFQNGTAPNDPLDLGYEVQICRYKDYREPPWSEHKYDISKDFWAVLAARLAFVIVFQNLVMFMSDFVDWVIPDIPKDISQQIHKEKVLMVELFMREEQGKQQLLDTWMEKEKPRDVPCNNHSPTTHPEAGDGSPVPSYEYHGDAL
hERG protect = compounds protecting human hERG from proarrhythmic drug block; Q12809; CHO-hERG, FluxOR thallium flux, dofetilide IC70 present; activation (rescue from dofetilide block), less the hit threshold, % at 10 µM; 0.51% of 310,000 active; AID 1511;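 active = activation above the mean of controls blocked by dofetilide plus 5 SD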;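 also: thallium influx through hERG after potassium depolarization seen as dye fluorescence rise; in these data hits start at about 4.7%; inactives centre near -7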
ANO1 activ = mouse TMEM16A channel activation, primary screen; HEK293 TMEM16A/YFP-H148Q/I152L, iodide quench fluorescence; hits give low values; B-score at 10 µM; Q8BHY3; 0.3% of 340,000 active;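 active = fluorescence-ratio B-score plate-corrected deviation score at least 3 library SD below zero, with starting fluorescence score within 5 deviations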;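 also: channel opened by trigger with iodide after compound preincubation; score built on the fluorescence ratio of max minus min over baseline; more negative score means more quench and so TMEM16A activation or potentiation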
SKKanGAS inh = SKKanGAS growth inhibition | S. pyogenes SKKanGAS, kanamycin growth, BacTiter-Glo, 6 h | inhibition, % at 7.5 µM | 1.3% of 300,000 active | AID 1662;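 active = mean replicate score, as percent of positive control median, at least 50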;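 also: strain carries kanamycin resistance gene driven by streptokinase promoter and grows in 40 µg/ml kanamycin; loss of luminescence reflects streptokinase promoter inhibition or plain growth inhibition; 0% = median of DMSO wells and 100% = positive control at its reference dose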
KCNK3 inh = human KCNK3 channel inhibition, primary screen; O14649; CHO-KCNK3 thallium flux, FluxOR fluorescence; hits give low values; B-score at 10 µM; 0.84% of 340,000 active; AID 602410;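 active = B-score under library mean minus 4 SD, starting fluorescence ratio at most library mean plus 5 SD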;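 also: more negative B-score means stronger inhibition of thallium flux through KCNK3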
KCNK9 block = human KCNK9 channel inhibition; Q9NPC2; HEK293 KCNK9, FluxOR thallium flux fluorescence; hits give low values; B-score at 10 µM; 1.2% of 310,000 active;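 active = ratio B-score over 3 SD below the library mean, with starting fluorescence within 5 SD of its mean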;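 also: negative B-score means less thallium flux so channel inhibition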
HDAC3 inh = blocks human histone deacetylase 3 | O15379 | recombinant HDAC3, fluorogenic peptide/trypsin coupled, fluorescence | inhibition, % at 8.3 µM | 0.15% of 320,000 active | AID 2718; in the data active = inhibition above about 26%, passing the limit was not always enough
RGS4 act = RGS4 potentiation or activation; HEK293 M3R/inducible RGS4, carbachol calcium flux Fluo4; hits give low values; 0.92% of 310,000 active; B-score at 10 µM;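 active = B-score of the integrated calcium signal more than 4 SD below the library mean, with starting fluorescence not abnormally high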;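 also: negative B-score means reduced calcium response which marks RGS4 activation or potentiation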
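Material: Inducible-RGS4 HEK293 cells carrying M3 receptor; also added: carbachol at ECmax as muscarinic agonist stimulus; incubation: compound preincubation 20 min at room temperature before agonist; signal: Fluo4-AM (2 µM) calcium-flux fluorescence, kinetic read; measure: integrated calcium ratio converted to B score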
Numbers without * were called inactive; i = inactive; nt = no result given. No enrichment for hits; 6.3% or so of the library scored in one or more.

SMILES	RGS4 inh	KCNQ1 act	KCNQ1 block	TMEM16A inh	hERG protect	ANO1 activ	SKKanGAS inh	KCNK3 inh	KCNK9 block	HDAC3 inh	RGS4 act
Cc1cc(C)nc(SCC(=O)Nc2ncc3c(n2)CC(C)(C)CC3=O)n1	i	i	i	i	-20	i	-1	i	i	-1	i
COc1cccc(N2CCN(S(=O)(=O)c3ccc(-c4coc(C)n4)cc3)CC2)c1	i	i	i	i	-7	i	1	i	i	-6	i
CCN(Cc1ccncc1)C(=O)c1ccco1	i	i	i	i	-2	i	-6	i	i	-2	i
CCOc1ccc(C(=O)NCC2OCCc3ccccc32)cc1 (configuration not stated)	i	i	i	i	1	i	2	i	i	-6	i
COc1cc(C(=O)Nc2ccc([N+](=O)[O-])cn2)cc(OC)c1OC	i	i	i	i	-4	i	7	i	i	1	i
CC(=O)c1cnn(-c2ccccc2)c1C	i	i	i	i	0	i	-7	i	i	3	i
CCOc1cc(/C=C/C(=O)O)ccc1OCCOc1ccc(F)cc1	i	i	i	i	-14	i	2	i	i	4	i
COCCNC(=O)C/C(C)=N/NC(=O)C(=O)NC1CCCCC1	i	i	i	i	-4	i	2	i	i	3	i
O=C(NCCOc1nc(N2CCCCC2)nc(N2CCOCC2)n1)Nc1ccccc1	i	i	i	i	-1	i	0	i	i	1	i
C=CCN(Cc1nc(-c2cc(OC)c3c(c2)OCO3)oc1C)C1CCS(=O)(=O)C1 (configuration not stated)	i	i	i	i	-7	i	-12	i	i	3	i
O=C(NCC1CCCO1)c1onc(CSc2ccccc2F)c1C(=O)O (configuration not stated)	i	i	i	i	-8	i	3	i	i	-11	i
COc1ccc(OC)c(C(=O)N2CCC(n3nccc3NC(=O)CC(C)C)CC2)c1	i	i	i	i	-8	i	-7	i	i	1	i
Cc1nnsc1C(=O)N1CCN(c2cc(C(F)(F)F)ccn2)CC1	i	i	i	i	-13	i	2	i	i	2	i
CNC(=S)N1CCc2cc(OC)c(OC)cc2C1COc1ccc(F)cc1 (configuration not stated)	i	i	i	i	-9	i	12	i	i	-6	i
CCCCCc1nc2c(c(=O)c3ccccc3n2C)c(=O)n1Cc1ccc(OC)cc1	i	i	i	i	-7	i	31	i	i	1	i

Some entries already given, reduced to KCNK3 inh.
Compound	KCNK3 inh
CCOc1ccc(C(=O)NCC2OCCc3ccccc32)cc1 (configuration not stated)	i
CCOc1cc(/C=C/C(=O)O)ccc1OCCOc1ccc(F)cc1	i

Later entries.
SMILES	RGS4 inh	KCNQ1 act	KCNQ1 block	TMEM16A inh	hERG protect	ANO1 activ	SKKanGAS inh	KCNK3 inh	KCNK9 block	HDAC3 inh	RGS4 act
COc1cc(-c2nn3c(-c4ccccn4)nnc3s2)cc(OC)c1OC	i	i	i	nt	-11	nt	10	nt	i	nt	i
C=CCNC(=O)N1CCC(n2nccc2NC(=O)CCCc2ccccc2)CC1	i	i	i	i	-9	i	-6	i	i	1	i
CCCCOc1ccc(Nc2cc(Cl)ccc2C(=O)O)cn1	i	i	i	i	-5	i	22	i	i	8	i
Cc1ccc(N(CC2CO2)S(=O)(=O)c2ccc([N+](=O)[O-])cc2)cc1 (configuration not stated)	i	i	i	i	-1	i	5	i	i	2	i
Cc1ccc(N=Nc2c(C)[nH]n(-c3ccccc3)c2=O)c(C)c1	i	i	i	i	-5	i	20	i	i	-5	i
O=c1c2cc3c(cc2[nH]c(=S)n1C1CCN(Cc2ccccc2)CC1)OCO3	i	i	i	i	-11	i	-1	i	i	-3	i
CCC1(C(=O)c2ccccc2)C(c2cccc([N+](=O)[O-])c2)C1(C(=O)OC)C(=O)OC (configuration not stated)	i	i	i	i	-7	i	8	i	i	5	i
O=C1C=C(O)c2cccc3cccc1c23	i	i	i	i	-8	i	-2	i	i	2	i
CC(C)[C@@H](N)C(=O)N/N=C/c1ccc2nccnc2c1	i	i	i	i	-8	i	-1	i	i	9	i
O=C(O)c1cc(C2CC2)nn1-c1ccccc1	i	i	i	i	-7	i	3	i	i	-2	i
COc1ccc(CC(=O)Nc2ccccc2C(=O)NCCc2ccccc2)cc1	i	i	i	i	-5	i	0	i	i	-1	i
CCCC(c1nnnn1CCOC)N(Cc1cc2cc(C)c(C)cc2[nH]c1=O)CC1CCCO1 (configuration not stated)	i	i	i	i	-7	i	6	i	i	-1	i
C(=N\c1nccs1)/c1cccnc1	i	i	i	i	-7	i	-2	i	i	-10	i
c1ccc2c(c1)c1c3n2CCNC3CCC1 (configuration not stated)	i	i	i	i	-5	i	-4	i	i	-5	i
COc1ccc(C2CC(=O)C(C=NCCO)=C(O)C2)cc1OC (configuration not stated)	i	i	i	i	-3	i	3	i	i	-3	i
COc1cccc(CCC(=O)N2CCC(n3nccc3NC(=O)C3CCOC3)CC2)c1 (configuration not stated)	i	i	i	i	-12	i	-11	i	i	-6	i
N#Cc1c(N)nc(SCC(=O)C23CC4CC(CC(C4)C2)C3)c(C#N)c1-c1ccc(Cl)cc1	i	i	i	i	-8	i	0	i	i	-2	i
COc1ccc(-n2c(CN3CCN(c4ccccn4)CC3)nc3ccc([N+](=O)[O-])cc3c2=O)c(OC)c1	i	i	i	i	-13	i	-1	i	i	15	i
COc1ccc(C(=O)CCc2ccccc2)cc1	i	i	i	i	-1	i	5	i	i	-4	i
Cc1cc(C)n(-c2nc3c(c(=O)n(C)c(=O)n3C)n2CCO)n1	i	i	i	i	-5	i	-5	i	i	3	i
CCOC(=O)CNC(=O)c1cn(CC(C)C)c(=O)c2cc(OC)c(OC)cc12	i	i	i	i	-7	i	-5	i	i	-15	i
COc1cc(C(=O)N2CCN(c3ccccc3OC)CC2)c([N+](=O)[O-])cc1OC	i	i	i	i	-1	i	0	i	i	-2	i
Cc1ccc(CNC(=O)c2cc(=O)c3cc(C)ccc3o2)cc1	i	i	i	i	-2	i	8	i	i	3	i
c1cncc(-c2nc3ccccc3o2)c1	i	i	i	i	-5	i	-8	i	i	-2	i
Cc1c(NC(=O)C(C)Sc2ccc3ccccc3n2)c(=O)n(-c2ccccc2)n1C (configuration not stated)	i	i	i	i	-8	i	-3	i	i	3	i
CC(=O)C[C@H]1c2ccccc2S(=O)(=O)N1C1CCCCC1	i	i	i	i	-3	i	0	i	i	-8	i
Cc1nn(C)c(C)c1CN(C)C(=O)C1c2ccccc2Oc2ccccc21	i	i	i	i	-15	i	-3	i	i	2	i
CN(Cc1cn(Cc2ccccc2)nc1-c1ccc2c(c1)OCO2)Cc1nccn1C	i	i	i	i	-9	i	-2	i	i	8	i
Cc1nn2c(=O)c(NC(=O)c3ccc(Cl)cc3)cnc2s1	i	i	i	i	-7	i	8	i	i	-4	i
Oc1ccc2oc3c(c2c1/C=N/n1cnnc1)CCCC3	i	i	i	i	-4	i	-7	i	i	1	i
N#CCC(=O)Nc1ccc(C(=O)Nc2cccnc2)cc1	i	i	i	i	-4	i	0	i	i	2	i
Cc1cc(F)ccc1S(=O)(=O)Nc1ccc(O)c(Sc2ncn[nH]2)c1	i	i	i	i	-2	i	1	i	i	-2	i
COc1ccc(NC(=S)N2CCN(c3ncccn3)CC2)cc1	i	i	i	i	-8	i	-1	i	i	4	i
COc1ccc(CCNC(=O)c2cnc3ccccn3c2=O)cc1	i	i	i	i	-9	i	-5	i	i	-1	i
COc1ccc(-c2ncnc(C(F)(F)F)c2-c2csc(C)n2)c(O)c1	i	i	i	i	-12	i	-1	i	i	2	i
COc1cc(NC(=O)C2CCCN(c3ncnc4c3nc3n4CCCCC3)C2)cc(OC)c1OC (configuration not stated)	i	i	i	i	-6	i	-11	i	i	-7	i
COc1cccc(CN2CCN(C(=O)c3cccc4ccccc34)CC2)c1	i	i	i	i	-7	i	-2	i	i	3	i
COc1cccc(CNC(=O)CN2C(=O)CSc3ccc(S(=O)(=O)N4CCCC4)cc32)c1	i	i	i	i	-18	i	-8	i	i	3	i
CC1=NN(c2ccccc2)C(=O)/C1=C\C=C1/N(C)c2ccccc2C1(C)C	i	i	i	i	-12	i	9	i	i	nt	i
Cc1ccn2c(=O)nc(SCC(=O)N3CCCC3)nc2c1	i	i	i	i	-8	i	2	i	i	nt	i
Cc1cccc(Cn2nc(C)cc2NC(=O)CCCn2ccc([N+](=O)[O-])n2)c1	i	i	i	i	-9	i	3	i	i	6	i
COc1ccc(OC)c(-n2nnnc2SCC(=O)NCc2ccc3c(c2)OCO3)c1	i	i	i	i	-5	i	-2	i	i	1	i
CCCC(=O)Nc1nnc(SCC)s1	i	i	i	i	-8	i	4	i	i	4	i
COc1ccc(C(O)Cn2c(=N)n(CCCN(C)C)c3ccccc32)cc1 (configuration not stated)	i	i	i	i	-7	i	0	i	i	-4	i
Cn1ncc(C#N)c1NC(=O)C1CC(c2ccccc2Cl)=NO1 (configuration not stated)	i	i	i	i	-11	nt	-14	nt	i	-2	i
COc1ccc(NC(=O)CN2C(=O)C(C)SC(C)C2=O)c(OC)c1 (configuration not stated)	i	i	i	i	-4	i	-4	i	i	-4	i
O=C(CCCC(=O)n1cnc2ccccc21)n1cnc2ccccc21	i	i	i	i	-7	i	-4	i	i	8	i
O=C1Cc2ccccc2C(=O)N1Cc1ccccc1	i	i	i	i	-7	i	nt	i	i	-5	i
C=CCNC(=O)c1onc(CSc2ccccc2)c1C(=O)NCC=C	i	i	i	i	-8	i	0	i	i	2	i
CN1CCN(c2ccc(CNS(=O)(=O)c3ccccc3)cc2)CC1	i	i	i	i	-11	i	-3	i	i	4	i
Nc1ccc(Br)cc1Br	i	i	i	i	-6	i	-2	i	i	-1	i
CCCOc1ccc(-c2csc(N)n2)cc1[N+](=O)[O-]	i	i	i	i	-8	i	-3	i	i	2	i
COc1ccc(N2C(=O)C(CC(N)=O)N(NC(=O)CCc3ccccc3)C2=O)cc1 (configuration not stated)	i	i	i	i	-12	i	-6	i	i	-3	i
Cc1ccc(Cl)c(OCC(=O)NCc2ccco2)c1	i	i	i	i	-6	i	2	i	i	-8	i
CC(C)(C)C(=O)NC(=S)NCc1ccccc1	i	i	i	i	-2	i	2	i	i	2	i
O=C(OCC(=O)N1CCN(C(=O)c2ccco2)CC1)c1cc(=O)c2ccccc2o1	i	i	i	i	-4	i	3	i	i	-5	i
